# Screens deposited in PubChem BioAssay by NMMLSC.
# Yeast superoxide: yeast age-related superoxide inhibition as caloric restriction mimetic; superoxide response (% of plate mean), % at 10 µM; 330,000 compounds, 0.18% hits; S. cerevisiae aged cells, superoxide DHE fluorescence; stronger effect = lower value;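 active means superoxide response under a set limit, about three screen SD below normal, cut at about 65% in these data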;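 further: yeast aged for seven days with compound at 30 °C before DHE staining; 100% = average MFI of all compound-treated wells on the plate with controls excluded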
# CIT2 TOR yeast: modulators of TOR pathway CIT2-GFP in S. cerevisiae; S. cerevisiae CIT2-GFP strain, flow cytometry, 3 h; 100 means same as DMSO wells; GFP response vs DMSO, % at 10 µM; 320,000 compounds, 0.065% hits;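 active means GFP response relative to DMSO above a set limit, near the screen mean plus 3 SD, cut at about 150% in these data; inconclusive means Fewer than 70 cells measured for a yeast strain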;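 further: ratio of well median GFP fluorescence to mean of DMSO wells on the plate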
# AGP1-GFP MLPCN: yeast TOR pathway AGP1-GFP modulation; S. cerevisiae AGP1-GFP multiplex flow cytometry, 3 h; GFP as percent of DMSO wells; GFP response vs DMSO, % at 10 µM; 320,000 compounds, 0.02% hits;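 active means GFP response relative to DMSO above a set limit, near screen average plus 3 SD, cut at about 150% in these data; inconclusive means fewer than 70 cells counted for the yeast strain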;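 further: median GFP channel fluorescence of the gated AGP1 strain per well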
# VLA-4 inh: inhibition in a human VLA-4 binding assay; VLA-4 expressing cells, ligand binding flow cytometry; inhibition, % (about 7 µM as worked out from the volumes in the protocol); 330,000 compounds, 0.2% hits; AID 2557; in the data active means inhibition above about 50%
# MEP2-GFP yeast: alters MEP2-GFP fluorescence in TOR pathway yeast screen; S. cerevisiae MEP2-GFP strain, flow cytometry GFP, 3 h; 100% = DMSO control level; 330,000 compounds, 0.51% hits; GFP response vs DMSO, % at 10 µM;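 active means GFP response versus DMSO above a set limit, roughly screen mean plus 3 SD, cut at about 180% in these data; inconclusive means fewer than 70 cells counted for a yeast strain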;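 further: median GFP fluorescence of the barcode-gated MEP2-GFP cells per well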
# LAP4-GFP MLPCN: yeast TOR pathway LAP4-GFP modulation. S. cerevisiae LAP4-GFP multiplex, flow cytometry GFP, 3 h; median GFP as percent of DMSO wells. GFP response vs DMSO, % at 10 µM. 320,000 compounds, 0.34% hits. AID 2023;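 active means GFP response vs DMSO above a set limit, about the screen mean plus 3 SD, cut at about 150% in these data; inconclusive means under 70 cell events counted for the yeast strain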
# GRK2 inh: human GRK2 inhibition via aptamer displacement; P25098; bead flow cytometry, FAM-aptamer displacement from GRK2; inhibition of aptamer binding, % at 10 µM; 330,000 compounds, 0.59% hits; AID 488847;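 active means inhibition of aptamer binding above 40%, roughly 3 SD of noise, on plates passing a quality check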;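 further: median bead fluorescence of bound FAM aptamer so fluorescent compounds give negative values; no value below 0 was filed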
# Target sequence (P25098 whole entry, looked up): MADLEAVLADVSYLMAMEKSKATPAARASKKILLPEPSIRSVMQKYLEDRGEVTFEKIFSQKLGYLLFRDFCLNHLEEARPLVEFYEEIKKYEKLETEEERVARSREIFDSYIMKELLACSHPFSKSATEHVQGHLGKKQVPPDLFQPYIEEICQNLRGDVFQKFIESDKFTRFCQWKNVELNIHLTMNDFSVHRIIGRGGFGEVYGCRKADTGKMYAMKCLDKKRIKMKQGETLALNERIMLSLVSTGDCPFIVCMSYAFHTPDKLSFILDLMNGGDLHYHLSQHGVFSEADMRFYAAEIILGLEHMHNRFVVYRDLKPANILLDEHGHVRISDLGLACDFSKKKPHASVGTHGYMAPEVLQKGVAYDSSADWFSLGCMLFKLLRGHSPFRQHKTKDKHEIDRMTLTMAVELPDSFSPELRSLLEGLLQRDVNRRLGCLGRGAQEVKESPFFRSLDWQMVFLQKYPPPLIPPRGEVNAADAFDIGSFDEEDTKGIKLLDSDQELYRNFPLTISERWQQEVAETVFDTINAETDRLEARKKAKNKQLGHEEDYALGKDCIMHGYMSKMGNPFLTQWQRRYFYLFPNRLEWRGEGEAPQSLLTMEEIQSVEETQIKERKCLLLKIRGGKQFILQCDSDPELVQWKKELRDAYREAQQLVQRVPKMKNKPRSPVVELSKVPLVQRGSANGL
# RPL19A TOR yeast: yeast TOR pathway RPL19A-GFP modulation | S. cerevisiae RPL19A-GFP strain, flow cytometry, 3 h; stronger effect = lower value | percent response vs DMSO, % at 10 µM | 330,000 compounds, 0.3% hits;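 active means percent response vs DMSO below 50%; inconclusive means fewer than 70 events counted for the yeast strain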;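 further: median channel GFP fluorescence of the barcoded RPL19A-GFP strain; ratio of sample median GFP to plate DMSO average so 100% = DMSO; lower means less RPL19A-GFP as with rapamycin TOR inhibition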
# Starred values were filed as active, the others as inactive; ? = inconclusive; nt = not tested or not shown; [ ] = remark or other dose.
SMILES,Yeast superoxide,CIT2 TOR yeast,AGP1-GFP MLPCN,VLA-4 inh,MEP2-GFP yeast,LAP4-GFP MLPCN,GRK2 inh,RPL19A TOR yeast
Cc1ccc(C(=O)NN(CCC(=O)NC(C)(C)C)C2=NS(=O)(=O)c3ccccc32)cc1,101,93,103,-7,103,113,0,100
CC(C)(C)c1ccc(C(=O)O/N=C(\N)c2ccccn2)cc1,106,128,63,-6,115,100,0,90
COc1cc2c(cc1/C=C1/NC(=O)N(CC(=O)Nc3ccccc3)C1=O)OCO2,102,99,85,7,112,92,2,98
O=C(Nc1cc(Cl)cc(Cl)c1)c1ccc(Cn2c(=O)[nH]c3ccsc3c2=O)cc1,102,107,107,-1,102,106,3,102
COc1ccc(CCCC(=O)NCCc2ccccc2)c(C)c1,102,102,99,0,106,100,0,104
O=C(NCc1csc(-c2cccs2)n1)C1CCCCC1,92,99,109,-9,105,105,0,101
CCOC(=O)CNc1c(N2CCN(c3ccccn3)CC2)c(=O)c1=O,112,87,102,32,91,89,0,97
Cc1ccc(-n2c(C)cc(-c3csc(N)n3)c2C)cc1,101,102,92,-42,93,92,2,97
CC(OC(=O)c1cccc(-n2cnnn2)c1)C(=O)Nc1ccccc1F (stereo not drawn),103,92,91,6,85,96,1,96
COc1ccc(CCNC(=O)C2CCN(C(=O)c3ccc(F)cc3)CC2)cc1OC,100,100,102,18,111,98,0,111
Oc1cccc(C(Nc2nccs2)c2ccc3cccnc3c2O)c1 (stereo not drawn),89,114,110,0,109,104,0,105
O=C1OCCC1Sc1nnc(-c2ccc(F)cc2)n1Cc1ccccc1 (stereo not drawn),89,85,119,-2,93,100,0,96
O=C(CCn1nnc2ccccc2c1=O)N[C@@H](Cc1c[nH]c2ccccc12)C(=O)O,90,97,103,3,98,100,1,95
O=C1C2C3C=CC(C2C(=O)N1c1nccs1)C1C(=O)N(c2nccs2)C(=O)C31 (stereo not drawn),86,96,93,8,94,93,1,93
CC(C(=O)c1ccc(-c2ccccc2)cc1)[n+]1cccc(C(N)=O)c1 (stereo not drawn),88,112,110,2,108,87,0,105
CC(C)(C)C(=O)/C(C#N)=C/c1cccs1,91,nt,nt,4,96,nt,0,98
COc1ccccc1-n1c(SCC(=O)N2CCCC2)nnc1-c1ccccc1,103,102,107,6,101,105,0,97
COc1ccc(S(=O)(=O)n2nc(OC(C)=O)cc2N(C(C)=O)C(C)=O)cc1,98,99,82,0,88,118,0,94
Cc1nc([N+](=O)[O-])cn1CC(=O)Nc1ccc(F)c(Cl)c1,90,96,104,2,108,104,51*,101
Cc1cccc(C)c1NC(=O)CN1C(=O)COc2ccccc21,116,108,100,8,105,95,6,105
COc1cc(C)ccc1OCCCCOc1ccccc1C(C)=O,97,93,90,10,97,88,0,101
COCCSc1nc(N)c(NC(=O)c2ccc(OC)cc2)c(=O)[nH]1,106,103,93,-3,103,91,0,103
COc1ccc(OC)c(NC(=O)CSc2ncnc3c2cnn3-c2ccccc2Cl)c1,89,104,102,-5,99,105,4,105
CC(C)C[C@H](NC(=O)N1CCn2c1nc1ccccc12)C(=O)NCC1CCCO1 (stereo partly drawn),106,99,101,6,101,96,0,98

# Some values from the list.
# CIT2 TOR yeast with COc1ccc(S(=O)(=O)n2nc(OC(C)=O)cc2N(C(C)=O)C(C)=O)cc1 reads 99
# RPL19A TOR yeast with COCCSc1nc(N)c(NC(=O)c2ccc(OC)cc2)c(=O)[nH]1 reads 103

# The results go on.
SMILES,Yeast superoxide,CIT2 TOR yeast,AGP1-GFP MLPCN,VLA-4 inh,MEP2-GFP yeast,LAP4-GFP MLPCN,GRK2 inh,RPL19A TOR yeast
C/C(=N\NC(=O)C1CCCN(S(=O)(=O)c2ccccc2)C1)c1ccncc1 (stereo not drawn),108,96,100,-2,105,97,3,101
Cc1ccccc1C(=O)NCCN=C1NS(=O)(=O)c2ccccc21,88,102,110,2,98,105,0,103
Cc1cc(C)cc(NC(=O)COC(=O)c2cc(=O)[nH]c(=O)[nH]2)c1,79,101,97,-10,98,94,0,102
CC(C)(C)OC(=O)N/N=C\c1cccnc1,96,96,100,10,108,102,1,98
CCN=c1scc(-c2ccc3c(c2)NC(=O)CO3)n1N=C1CCCC1,96,95,94,-30,100,89,0,95
Cc1ccc(NC(=O)C/C(N)=N/OC(=O)c2ccccc2)cc1,92,93,90,0,89,108,0,98
CCOc1cc([N+](=O)[O-])cc(/C=N/NC(=O)c2c(-c3ccccc3)noc2C)c1O,103,103,92,-2,100,81,2,107
Cc1ccc2c(c1)C1CN(C)CCC1N2S(=O)(=O)c1cccc(C(F)(F)F)c1 (stereo not drawn),114,96,93,-11,100,93,0,97
N#Cc1c(C(F)(F)F)cc(-c2ccccc2Cl)[nH]c1=O,106,102,102,19,92,93,0,96
O=C(Nc1cccc(-c2cn3ccccc3n2)c1)c1ccccc1,102,104,102,3,100,92,1,96
Cc1cc(C)c2c(N)c(C(=O)Nc3nccs3)sc2n1,83,91,100,0,99,115,0,100
Cc1cccc2cc(/C=N/Nc3ccc(C(=O)O)cc3)c(Cl)nc12,107,100,101,7,95,106,3,99
O=C(Nc1ccc2c(c1)CCCN2C(=O)c1ccco1)c1cc([N+](=O)[O-])ccc1Cl,101,96,99,12,101,95,2,94
O=[N+]([O-])/C(C(Cl)=C(Cl)Cl)=C(/NC1CC1)Sc1ccccc1,115,110,104,2,110,108,3,97
CCc1c(C)c2ccc(OCC(=O)OC(C)C)c(C)c2oc1=O,101,92,84,14,104,105,0,101
Cc1ccc(Cn2nnc(C(=O)Nc3cccc(C)c3C)c2N)cc1,105,97,104,1,109,117,0,103
COC(=O)c1c(N)nc(C)n1-c1ccc(OC)cc1,100,100,106,-2,102,109,1,104
C/[N+]([O-])=C\C1C(=O)CCCC1=O,94,104,100,16,98,97,0,96
CCOC(=O)c1sc2nc(CSc3ccccc3)nc(NCCN(C)C)c2c1C,90,100,103,5,103,103,0,99
O=C(Oc1ccc2c(-c3ccccc3)cc(=O)oc2c1)c1cccs1,92,111,107,2,119,93,1,116
O=C(NC1CC1)C1=C[C@H](C2CCCCC2)C[C@H](OCCCCO)O1,88,95,99,19,104,96,1,103
O=c1[nH]c(Cc2cccs2)nc2scc(-c3ccc(Cl)cc3)c12,105,103,103,0,95,92,0,101
CC(=O)COc1ccc2oc(=O)cc(-c3cc4ccccc4o3)c2c1,98,90,90,-2,95,107,0,96
CN(CC(=O)Nc1ccccc1C(=O)NC1CC1)Cc1ccc(N(C)C)cc1,73,96,95,-5,98,95,0,95
Cc1ccccc1-n1nc2c(c1NC(=O)C(C)(C)C)CS(=O)(=O)C2,108,?,92[may fluoresce violet],9,102[may fluoresce violet],91[may fluoresce violet],2,100[may fluoresce violet]
NC(=O)C1CCN(C(=O)CCSCc2ccc(Cl)c(Cl)c2)CC1,99,106,99,17,111,100,0,99
CCCS(=O)(=O)c1ccc(COC(=O)c2cccc(NC(=O)C(C)C)c2)cc1,102,?,?,0,?,?,4,?
COCC(=O)Nc1ccc(F)cc1,99,97,95,16,93,98,4,96
COCCOC(=O)c1[nH]c2c(c1C)C(=O)CC(c1ccc(OC)c(OC)c1)C2 (stereo not drawn),99,101,98,10,110,98,1,105
COc1ccccc1C(C)NCC(=O)NCc1ccc(C)cc1 (stereo not drawn),96,86,77,11,110,98,1,103
CCOC(=O)c1c(NC(=O)CN2C(=O)NC3(CCCCC3C)C2=O)sc(C)c1CC (stereo not drawn),96,103,111,16,111,105,0,106
COc1ccc(C2=NN(c3nc(C(=O)O)cs3)C(O)(C(F)(F)F)C2)c(OC)c1 (stereo not drawn),108,86,99,-3,101,102,0,101
O=C(NCCc1ccccc1)C1CCCN1C(=O)Nc1cccc(Cl)c1 (stereo not drawn),104,103,106,10,103,89,1,108
CCOC(=O)N1CCN(CCC(=O)Nc2ccc(OC)cc2)CC1,93,84,93,-1,94,nt,1,95
Cc1ccc(OCC(O)CNS(=O)(=O)c2ccccc2C(=O)N2CCCCC2)cc1 (stereo not drawn),94,107,115,-8,110,105,0,107
COc1ccccc1/C=C/C(=O)NC(=S)Nc1ccccn1,103,92,93,3,106,98,1,100
Cc1cc(C)c(C2=CC(c3ccccc3)n3ncnc3N2)cc1C (stereo not drawn),103,101,92,3,91,112,2,100
Cn1c(SCC(=O)N2CCN(c3ccccc3)CC2)nnc1-c1cc2ccccc2o1,103,84,92,12,96,98,1,93
CCN1C(C)=C(C)S/C1=C1\SC(=S)N(N)C1=O,98,?,?,-21,?,?,0,?
COc1ccccc1CN(C)C(=O)c1cc(-c2cc(OC)c(OC)c(OC)c2)nc2ccccc12,93,92,99,-1,103,89,0,104
OCCCNc1ncnc2c1cnn2-c1ccc(Cl)cc1,92,97,96,5,105,91,2,102
O=C1OC(CCl)CN1Cc1c(Cl)cccc1Cl (stereo not drawn),111,107,109,-1,107,111,2,103
CNC(=S)NNC(=O)c1sc2cc(C(F)(F)F)cnc2c1-c1cccnc1,108,103,102,-10,99,97,1,101

# Molecules from the list above with fluorine, in the order listed:
SMILES,Yeast superoxide,CIT2 TOR yeast,AGP1-GFP MLPCN,VLA-4 inh,MEP2-GFP yeast,LAP4-GFP MLPCN,GRK2 inh,RPL19A TOR yeast
CC(OC(=O)c1cccc(-n2cnnn2)c1)C(=O)Nc1ccccc1F (stereo not drawn),103,92,91,6,85,96,1,96
COc1ccc(CCNC(=O)C2CCN(C(=O)c3ccc(F)cc3)CC2)cc1OC,100,100,102,18,111,98,0,111
O=C1OCCC1Sc1nnc(-c2ccc(F)cc2)n1Cc1ccccc1 (stereo not drawn),89,85,119,-2,93,100,0,96
Cc1nc([N+](=O)[O-])cn1CC(=O)Nc1ccc(F)c(Cl)c1,90,96,104,2,108,104,51*,101
Cc1ccc2c(c1)C1CN(C)CCC1N2S(=O)(=O)c1cccc(C(F)(F)F)c1 (stereo not drawn),114,96,93,-11,100,93,0,97
N#Cc1c(C(F)(F)F)cc(-c2ccccc2Cl)[nH]c1=O,106,102,102,19,92,93,0,96
COCC(=O)Nc1ccc(F)cc1,99,97,95,16,93,98,4,96
COc1ccc(C2=NN(c3nc(C(=O)O)cs3)C(O)(C(F)(F)F)C2)c(OC)c1 (stereo not drawn),108,86,99,-3,101,102,0,101
CNC(=S)NNC(=O)c1sc2cc(C(F)(F)F)cnc2c1-c1cccnc1,108,103,102,-10,99,97,1,101
